Jurkat NFkB inh: lowers PMA/ionomycin-induced NF-kB signal in Jurkat cells | PMA/ionomycin-induced NF-kB luciferase reporter, luminescence | inhibition, % at 4 µM | actives 0.53% (n = 330,000) | AID 435003; in the data active = inhibition above about 50%
XBP1 UPR activ: activators of adaptive arm of unfolded protein response (XBP1). CHO-XBP1 luciferase reporter, IRE1-XBP1 UPR activation, luminescence; percent of tunicamycin response, DMSO as zero. activation, % at 20 µM. actives 0.33% (n = 330,000);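 active = versus positive control, 20 µM dose yields 30% or more activation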;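 also: 100% = tunicamycin at 10 µg/mL and 0% = DMSO only wells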
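Material: CHO-XBP1 cells stably carrying IRE1-XBP1-driven luciferase reporter | Medium: F12 with 10% serum | Compound dosing: 20 µM single concentration, DMSO 1% | Incubation: Overnight seeding at 37 °C, 6 h compound treatment at 37 °C | Detection: Steady-Glo luminescence read | Read-out basis: % activation of reporter signal versus tunicamycin and DMSO controls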
697 NFkB inh: inhibitors of the PMA/ionomycin-induced NF-kB reporter in 697 B cells; actives 0.33% (n = 330,000); 697 B-cell NF-kB luciferase reporter, 16 h; inhibition, % at 4 µM; in the data active = inhibition above about 35%
tim23-1 inh: growth inhibitors of tim23-1 mutant yeast | S. cerevisiae tim23-1 growth, BacTiter-Glo luminescence, 24 h | inhibition, % at 20 µM | actives 1.3% (n = 330,000) | AID 463212;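 active = growth inhibition of the mutant yeast at or above 50%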;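 also: temperature-sensitive mutant grown at 25 °C; plate controls were DMSO-treated mutant yeast for no effect and medium wells lacking yeast for full effect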
tim10-1 inh: tim10-1 yeast growth inhibition; S. cerevisiae tim10-1 ts strain growth, BacTiter-Glo, 24 h; inhibition, % at 20 µM; actives 2.2% (n = 330,000);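 active = inhibition of at least 40%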;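 also: mutant grown at 25 °C; 0% = DMSO wells with yeast and 100% = wells holding no yeast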
TIM10 inh: growth inhibitors of TIM10 yeast strain | S. cerevisiae TIM10 strain growth, BacTiter-Glo luminescence, 24 h | inhibition, % at 10 µM | actives 1.4% (n = 330,000) | AID 463195;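 active = inhibition of 40% or more at the single tested concentration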;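 also: wild-type TIM10 isogenic control strain grown at permissive 25 °C; 0% = DMSO yeast wells and 100% = minimal medium wells without yeast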
Mdm2 MdmX PPI: disrupts the human Mdm2-MdmX interaction. O15151+Q00987. SaOS-2 split-luciferase Mdm2/MdmX complementation, luminescence. inhibition, % at 8 µM. actives 3% (n = 330,000). AID 485346;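 active = inhibition of at least 50% at 8 µM in the primary screen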
Target sequence (O15151 whole entry, looked up): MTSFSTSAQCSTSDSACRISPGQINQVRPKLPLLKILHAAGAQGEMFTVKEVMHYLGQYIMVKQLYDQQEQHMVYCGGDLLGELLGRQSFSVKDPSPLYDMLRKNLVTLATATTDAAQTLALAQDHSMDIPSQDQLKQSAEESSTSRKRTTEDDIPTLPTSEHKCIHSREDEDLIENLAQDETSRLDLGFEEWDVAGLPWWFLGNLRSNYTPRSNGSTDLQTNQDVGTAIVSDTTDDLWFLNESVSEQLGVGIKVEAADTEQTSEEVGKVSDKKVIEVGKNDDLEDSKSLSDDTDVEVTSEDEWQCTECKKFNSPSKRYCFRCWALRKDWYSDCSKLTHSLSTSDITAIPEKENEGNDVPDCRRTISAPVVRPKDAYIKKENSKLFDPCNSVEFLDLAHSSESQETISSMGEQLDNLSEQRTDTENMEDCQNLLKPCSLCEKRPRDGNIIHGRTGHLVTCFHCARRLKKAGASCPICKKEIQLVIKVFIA
Target sequence (Q00987 whole entry, looked up): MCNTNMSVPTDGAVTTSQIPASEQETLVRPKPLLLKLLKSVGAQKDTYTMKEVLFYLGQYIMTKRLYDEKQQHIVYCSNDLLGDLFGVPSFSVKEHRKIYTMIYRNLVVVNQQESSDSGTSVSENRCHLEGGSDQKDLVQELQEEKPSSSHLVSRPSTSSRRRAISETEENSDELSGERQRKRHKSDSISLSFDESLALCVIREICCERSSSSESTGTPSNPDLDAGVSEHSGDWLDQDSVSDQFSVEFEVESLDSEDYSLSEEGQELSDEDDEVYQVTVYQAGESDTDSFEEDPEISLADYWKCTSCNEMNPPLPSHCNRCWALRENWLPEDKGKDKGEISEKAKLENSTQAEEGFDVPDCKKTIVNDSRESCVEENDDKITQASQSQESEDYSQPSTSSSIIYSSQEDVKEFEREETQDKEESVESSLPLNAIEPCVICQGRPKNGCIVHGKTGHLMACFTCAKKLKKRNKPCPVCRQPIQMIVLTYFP
UPR CHOP act: apoptotic UPR (CHOP) activation | CHO-CHOP luciferase reporter, luminescence; percent of tunicamycin response over DMSO baseline | activation, % at 10 µM | actives 0.34% (n = 330,000) | AID 449763;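 active = at 10 µM dose, activation of 40% or more, normalized to positive control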;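 also: 100% = tunicamycin at 10 µg/mL and 0% = DMSO alone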
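assay system = CHO CHOP reporter cells | amount = 500 CHO-CHOP cells per well | buffer or medium = F12 with 10% FBS | incubation = 16-18 h cell attachment, then 6 h compound exposure, 37 °C | detection = luminescence read with Steady-Glo | read-out = percent activation relative to tunicamycin control | controls = tunicamycin high control, DMSO low control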
Starred values were filed as active, the others as inactive.

SMILES	Jurkat NFkB inh	XBP1 UPR activ	697 NFkB inh	tim23-1 inh	tim10-1 inh	TIM10 inh	Mdm2 MdmX PPI	UPR CHOP act
COc1cc2cc(CCCOC(=O)CCC(=O)O)oc(=O)c2cc1OC	-1	-1	-7	-1	-1	-7	-13	0.7
COC(=O)C(CO)NC(=O)C(C)NC(=O)CNC(=O)OCc1ccccc1 (centres undefined)	1	-4	13	-7	-10	-23	-17	-0.8
CCOC(=O)C(NCc1ccccc1OC)(NC(=O)c1ccccc1)C(F)(F)F (centres undefined)	5	-4	-8	12	18	12	-3	-1.1
O=C(CSc1nnc(CCCO)n1-c1ccccc1)Nc1nccs1	9	0	12	-6	9	5	-22	0.9
CC1(C)CC(c2nc(-c3ccc(Cl)cc3)cs2)CCS1 (centres undefined)	-10	0	-15	15	14	1	5	4.2
COc1ccccc1CNS(=O)(=O)c1ccc(-c2cnc(C3CC3)o2)cc1	51*	-1	-54	31	35	-23	54*	-0.1
OCCNCCNCc1ccccc1OCc1ccccc1	-1	-2	-2	-7	-97	-223	11	-0.4
COc1ccccc1OCc1ccc(C(=O)N2CCN3CCCC3C2)cc1 (centres undefined)	9	-5	12	-4	-4	4	-6	0.2
O=C(NCCCn1ccnc1)c1c(F)cccc1F	7	-3	8	-6	-16	-2	15	1.1
O=C(Nc1ccc(Br)cc1)c1cccc(NC(=O)C2C3CC4OC(=O)C2C4C3)c1 (centres undefined)	-7	0	-1	-11	4	2	8	2.6
Cc1ccccc1CSCCNC(=O)CN(c1ccc2c(c1)OCO2)S(C)(=O)=O	-2	-3	16	12	1	8	-21	-0.8
COc1cc(N=c2ssnc2Cl)cc(OC)c1	7	0	-6	76*	55*	33	3	3.1
CCOc1ncccc1C(=O)OCC(=O)Nc1ncc(C(F)(F)F)cc1Cl	2	0	8	2	23	0	18	-0.4
COc1cccc(C(=O)NNC(=O)CCN2CCN(c3ccccc3)CC2)c1	-3	-3	7	-1	-21	-2	20	-2.4
O=C(NCc1ccncc1)c1ccc(NS(=O)(=O)c2cccc([N+](=O)[O-])c2)cc1	4	-2	11	5	-10	-6	15	-0.9
CC(C)C(NC(=O)c1ccccc1)C(=O)OCc1cc([N+](=O)[O-])cc2c1OCOC2 (centres undefined)	9	-5	-2	14	13	16	-20	-0.9
Cc1ccc(NC(=O)[C@@]2(CC(=O)O)CC(/C=C/c3ccccc3)=NO2)c(C)c1	10	9	-1	2	-5	12	12	-1.3
Cc1ccnc(NC(=O)C(C)n2cc([N+](=O)[O-])cn2)c1 (centres undefined)	-3	-5	-6	28	0	-1	-8	-1.3
CC(=O)Nc1ccc(S(=O)(=O)NCC(=O)NCCCc2ccccc2)cc1	0	1	-48	0	-2	12	-6	0.3
O=C(COC(=O)c1ccccc1-c1nc2ccccc2s1)Nc1ccccc1C(F)(F)F	-2	0	-5	29	35	4	5	-2.3
Cc1noc(C)c1CSc1nc2ccccc2n1C	-4	0	-35	-11	0	3	-15	3.4
CCCCSc1nc(C)c(C(C)=O)cc1C#N	21	4	-5	-57	-34	-35	-15	0.8
CN(Cc1ccccc1)S(=O)(=O)c1ccc2c(c1)NC(=O)CC(=O)N2	-12	0	3	7	6	3	-12	-0.2
COc1cc(C(=O)OCC(=O)Nc2ccc(C)cc2)cc(OC)c1OC	0	-1	3	4	-12	0	8	2.1
CC1(c2ccc(OC(F)F)cc2)NC(=O)N(CC(=O)Nc2ccc(N3CCCCC3)cc2)C1=O (centres undefined)	1	-1	-31	-6	-15	-5	16	1.4

One compound at a time, as listed above:
CC(C)C(NC(=O)c1ccccc1)C(=O)OCc1cc([N+](=O)[O-])cc2c1OCOC2 (centres undefined) in the list: Jurkat NFkB inh = 9; XBP1 UPR activ = -5; 697 NFkB inh = -2; tim23-1 inh = 14; tim10-1 inh = 13; TIM10 inh = 16; Mdm2 MdmX PPI = -20; UPR CHOP act = -0.9
Cc1ccccc1CSCCNC(=O)CN(c1ccc2c(c1)OCO2)S(C)(=O)=O in the list: Jurkat NFkB inh = -2; XBP1 UPR activ = -3; 697 NFkB inh = 16; tim23-1 inh = 12; tim10-1 inh = 1; TIM10 inh = 8; Mdm2 MdmX PPI = -21; UPR CHOP act = -0.8
CCCCSc1nc(C)c(C(C)=O)cc1C#N in the list: Jurkat NFkB inh = 21; XBP1 UPR activ = 4; 697 NFkB inh = -5; tim23-1 inh = -57; tim10-1 inh = -34; TIM10 inh = -35; Mdm2 MdmX PPI = -15; UPR CHOP act = 0.8

(continued)
SMILES	Jurkat NFkB inh	XBP1 UPR activ	697 NFkB inh	tim23-1 inh	tim10-1 inh	TIM10 inh	Mdm2 MdmX PPI	UPR CHOP act
Cc1ccc(CCNC(=O)CCS(=O)(=O)c2cc3c(cc2C)NC(=O)CO3)cc1	6	-3	11	10	12	5	6	4.1
COc1ccccc1N1CCN(CCCNC(=O)C2CCCN(c3ncnc4c3nc3n4CCCCC3)C2)CC1 (centres undefined)	5	-4	-10	8	21	-9	50*	-2.0
CCN(CC)S(=O)(=O)c1cc([N+](=O)[O-])ccc1NNC(=O)Nc1ccc(Cl)c(Cl)c1	1	9	-13	11	32	-1	91*	13
CN1CCN(S(=O)(=O)c2ccc(NC(=O)Cc3ccc([N+](=O)[O-])cc3)cc2)CC1	-8	-5	10	-4	1	-4	-7	0.8
COc1cc(OC)c(C(=O)COc2ncnc3ccccc23)c(OC)c1	7	-1	11	-4	14	-2	3	-1.4
O=C(CN1C(=O)c2cccc3cccc(c23)C1=O)NCCCO	6	-3	4	-1	-6	7	9	-0.2
CC1SC(C)C(=O)N(CC(=O)Nc2ccc([N+](=O)[O-])cc2)C1=O (centres undefined)	-8	-2	1	6	12	27	7	1.2
O=C(O)CN1C(=O)C2C3CC(C2C1=O)C1C(c2ccccc2)c2sc(=O)[nH]c2SC31 (centres undefined)	35	-1	11	18	4	-1	-8	0.6
COCCNC(=O)c1ccc(C2SCC(=O)N2CCc2ccccc2)cc1 (centres undefined)	-1	-3	3	13	4	3	12	-1.2
Cc1ccc(CNC(=S)Nc2ccc(OC(F)F)cc2C)cc1	0	-3	15	30	21	26	-20	-0.3
N#C/C(=C\c1ccc(OCc2ccc(C(=O)O)cc2)cc1)C(=O)NCc1ccccc1	6	-1	12	31	22	8	16	3.9
COc1ccccc1C1CCCN1Cc1nc(-c2cc3c(cc2Cl)OCO3)oc1C (centres undefined)	-3	-2	-16	30	13	14	22	0.3
c1ccc(CNc2ncnc3sc4c(c23)CCCC4)nc1	2	-2	11	42	45*	-7	26	0.4
Cn1c(SCC(=O)NCc2ccc3c(c2)OCO3)nc2c(c1=O)SCC2	0	-3	0	-6	2	-3	30	-0.4
COC(=O)/C=C/S(=O)(=O)c1ccc(NC(C)=O)cc1	35	-8	33	0	11	0	16	-10
O=C(c1cc2ccccc2o1)c1nc2c(n1O)CCCCC2	-94	0	-150	22	22	24	-48	-0.9
CC(C)CCc1noc(CN2CCN(c3ccc(Cl)cn3)CC2)n1	11	1	-19	7	33	21	30	-0.6
Cc1ccc(C(=O)CSc2nnc(C)s2)cc1	-46	1	4	15	17	-1	-56	5.0
COc1cccc(NC(=O)C2CCN(S(=O)(=O)c3ccc4[nH]c(=O)oc4c3)CC2)c1	13	-1	-1	-1	-10	10	2	0.0
CSc1nc(-c2ccccc2)nc(N2CCOCC2)c1C(C)=O	-6	-3	5	22	3	8	21	0.2
C1=CC2c3ccccc3NC(c3ccncc3)C2C1 (centres undefined)	12	9	-9	12	21	18	20	0.4
CC1(C)Cc2c(C#N)c(N)n(-c3ccccc3)c(=O)c2CO1	3	-1	14	-15	3	-11	14	-1.3
COc1cc2c(cc1OC)CN(C(=O)CSc1ccc(F)cc1)CC2	4	3	11	7	4	-9	7	0.7
CC(CN(C)Cc1ccccc1)OC(=O)C1COc2ccccc2O1 (centres undefined)	-6	0	9	11	17	7	-13	-0.4
COc1ccc(-c2cc3c(=O)n(CC(=O)NCc4ccc(F)cc4)ncn3n2)cc1	23	3	-103	-10	-15	-29	86*	5.6

More entries.
SMILES	Jurkat NFkB inh	XBP1 UPR activ	697 NFkB inh	tim23-1 inh	tim10-1 inh	TIM10 inh	Mdm2 MdmX PPI	UPR CHOP act
Cc1nc2c(-c3ccc(F)cc3)cnn2c(N)c1-c1ccccc1	-36	-9	-310	74*	46*	45*	91*	-6.5
CCc1sc(C(=O)NCc2ccco2)cc1C	-3	6	7	3	-11	-9	1	4.1
Oc1ccccc1Nc1nc(NCc2ccco2)c2ccccc2n1	18	11	1	-12	-15	-41	28	0.9
COC(=O)CCC(=O)N1CCCC(CNS(=O)(=O)c2ccc(OC)cc2)C1 (centres undefined)	7	-5	12	3	-5	14	20	-0.6
COc1ccc(C2(CNC(=O)Cc3ccc(OC)c(OC)c3)CCCC2)cc1	0	-4	-10	17	-7	3	10	1.2
Cc1ccc(S(=O)(=O)NCC(=O)NCC(=O)NCCc2ccccc2F)cc1C	-2	-1	8	-8	4	-1	7	0.9
CCCCSCCCNC(=O)CS(=O)Cc1nc(-c2cccc(C)c2)oc1C (centres undefined)	-18	0	6	24	14	20	12	-1.5
Cc1cc(C(C)(C)C)oc1C(=O)N(CC(=O)NC1CCCC1)c1cccc(C(F)(F)F)c1	12	0	-13	37	18	21	-1	-1.3
COC(=O)CNC(c1ccccc1)c1cc(Br)ccc1NC(=O)CNC(=O)OCc1ccccc1 (centres undefined)	0	-4	-11	42	28	30	18	-0.5
CN(c1ccccc1)c1nc(N)c([N+](=O)[O-])c(Nc2ccc(F)cc2)n1	-3	0	-27	7	20	2	28	2.6
N#Cc1ccc(Oc2nc(C(N)=O)cc(-c3ccccc3)n2)cc1	-12	3	-12	4	19	8	7	-2.7
CCCC(O)(c1ccc(OC)cc1)C(CN1CCOCC1)c1ccc(Cl)cc1 (centres undefined)	-7	-1	-14	19	24	-1	19	-0.2
CCc1nnc(NC(=O)CSc2nc3c([nH]c4ccccc43)c(=O)n2CCOC)s1	-2	2	28	-16	-14	-19	27	1.7
Cc1ccc(NC(=O)c2cc(S(=O)(=O)N3CCCC3)cn2C)cc1C	7	-5	28	7	-2	-2	40	3.1
COc1cccc(NC(=S)/C(=C(\[O-])c2ccc(C)c([N+](=O)[O-])c2)[n+]2ccccc2)c1	-26	0	-54	17	26	-4	-21	1.2
CCCNC(=O)C(Cc1ccccc1)NC(=O)Cc1ccccc1 (centres undefined)	7	-2	3	11	3	1	17	-0.1
COc1ccc(-c2cc(C(F)(F)F)c(C#N)c(SCC(=O)Nc3nc(C)co3)n2)cc1	-31	13	-10	-14	-2	-20	62*	11
COc1cc(CNCCN(C)C)ccc1OCc1c(F)cccc1Cl	-1	-1	1	-4	5	5	-1	0.1
CC(/C=N/Nc1nc(C)cc(=O)[nH]1)=C\c1ccccc1	7	1	7	13	29	17	4	5.3
CN(C)c1ccc(C(=O)N2CC(=O)N(CCc3ccccc3)C(=O)C2)cc1	-7	1	20	28	28	-1	16	-0.3
Oc1ccc(Oc2ccc(Oc3ccc(O)cc3)cc2)cc1	7	3	-22	59*	-10	-16	35	1.3
CCOc1ncccc1C(=O)OCc1csc(CC(=O)Nc2ccccc2C)n1	6	2	13	21	-4	-4	-10	0.6
COc1cc(/C=N\NC(=O)c2ccc(Cn3nc([N+](=O)[O-])c(Cl)c3C)o2)ccc1O	-4	-1	10	20	15	10	33	1.3
Fc1ccc(CSc2nnc3ccc(-c4ccncc4)nn23)cc1	4	1	7	2	15	5	8	0.4
O=C(CCCN1C(=O)c2ccccc2C1=O)N1CCN(c2ccccn2)CC1	4	-1	14	0	-2	-4	-1	-1.1
COc1cc(CNCc2cccs2)ccc1OCC(=O)NC(C)(C)C	-13	0	-10	-10	-16	-7	11	-1.4

Screens deposited in PubChem BioAssay by Sanford-Burnham Center for Chemical Genomics.
